# TNAP inh hiacc: human TNAP enzyme inhibitors, primary screen, biochemical, luminescent, high phosphate acceptor level, uHTS; Alkaline phosphatase, tissue-nonspecific isozyme (Homo sapiens), P05186; purified TNAP, CDP-star luminescence, 1 M DEA; inhibition, % at 20 µM; 200,000 tested, 0.03% active; AID 1135, 2008;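 active = over 50% inhibition of tissue-nonspecific alkaline phosphatase at 20 µM in the single-dose screen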;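 also: plate controls were DMSO wells for no effect and EDTA-quenched wells as full inhibition for full effect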
# Target sequence (P05186 whole entry, looked up): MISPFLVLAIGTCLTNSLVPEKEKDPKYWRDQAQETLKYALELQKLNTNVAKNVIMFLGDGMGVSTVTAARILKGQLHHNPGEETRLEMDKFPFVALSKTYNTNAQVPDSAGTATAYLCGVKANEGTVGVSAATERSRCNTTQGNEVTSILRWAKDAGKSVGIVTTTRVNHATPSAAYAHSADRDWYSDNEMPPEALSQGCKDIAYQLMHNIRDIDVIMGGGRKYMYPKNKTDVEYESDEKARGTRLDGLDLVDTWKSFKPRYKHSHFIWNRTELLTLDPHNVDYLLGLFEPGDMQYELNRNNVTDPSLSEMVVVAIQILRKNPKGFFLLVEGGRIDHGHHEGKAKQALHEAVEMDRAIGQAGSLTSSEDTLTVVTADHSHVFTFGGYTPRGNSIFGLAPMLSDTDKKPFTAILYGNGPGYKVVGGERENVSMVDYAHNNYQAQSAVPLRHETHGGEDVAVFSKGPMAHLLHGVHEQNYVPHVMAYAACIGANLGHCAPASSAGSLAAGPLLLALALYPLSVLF
# TNAP inh noacc: human TNAP enzyme inhibitors, primary screen, biochemical, luminescent, no phosphate acceptor, uHTS | purified TNAP, CDP-star luminescence, 30 min | inhibition, % at 20 µM | 200,000 tested, 0.26% active;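 active = tissue-nonspecific alkaline phosphatase inhibition above about 50% at 20 µM in the single-dose screen, limit read from the data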;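 also: 0% = DMSO negative control and 100% = EDTA positive control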
# TNAP act hi DEA: TNAP activators at high phosphate acceptor level, primary screen, biochemical, luminescence, uHTS; Alkaline phosphatase, tissue-nonspecific isozyme (Homo sapiens), P05186; purified TNAP, CDP-star luminescence, 1 M DEA, 30 min; hits give high values; 0 = EDTA background, 1 = DMSO-only activity; activation factor at 20 µM; 200,000 tested, under 10 active; AID 1136, 2008;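 active = activation factor at least 2 at 20 µM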
#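 Test system – human TNAP · Doses – 20 µM single point · Incubation – 30 min, room temperature · Signal – luminescent substrate turnover signal · Read-out basis – activation factor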
# Diaphorase inh: diaphorase inhibitors and chemical oxidizers, primary screen, counter-screen for diaphorase-coupled primary assays, biochemical, uHTS, resorufin fluorescence; diaphorase resazurin-to-resorufin fluorescence, NADH, 16 min; bacterial (C. kluyveri) enzyme, not human; inhibition, % at 20 µM; 190,000 tested, 0.69% active;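 active = primary screen inhibition at 20 µM above a set limit, cut at about 50% in these data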;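 also: plate controls were DMSO with full reaction for no effect and wells lacking NADH for full effect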
#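 Benchmarks: positive control wells lacking NADH, neutral wells with DMSO only. System: bacterial diaphorase enzyme (C. kluyveri). Input: 0.14 U/mL diaphorase, enzyme working solution. Detection: resorufin fluorescence, excitation 544 nm, emission 590 nm. Times: 16-min room-temperature incubation before reading.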
# bIAP act: bovine intestinal alkaline phosphatase activators, primary screen, biochemical, bovine IAP, CDP-star luminescence | AID 1016, 2008 | activation factor at 20 µM | alkaline phosphatase, intestinal [Bos taurus] | 200,000 tested, 0.17% active | purified bovine IAP, 30 min; hits give high values; fold of DMSO-control signal, blank-subtracted;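 active = activation factor of 2 or more at 20 µM, a signal rise over negative controls twice the positive control's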
# L major viab: Leishmania major promastigote growth inhibition, primary screen | Leishmania major promastigotes, resazurin fluorescence viability | inhibition, % at 10 µM | 200,000 tested, 9% active | AID 1063, 2008; in the data active = inhibition above about 50%;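 also: promastigotes grown with compound for 44 hours at 28 °C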
# Diaphorase act: compounds boosting diaphorase resazurin reduction – biochemical, uHTS, resorufin fluorescence, counter-screen for diaphorase-coupled primary assays, primary screen; Diaphorase/resazurin coupled assay, 16 min; hits give high values; 1 = vehicle wells, 0 = NADH-free wells; activation factor at 20 µM; 190,000 tested, 0.005% active; AID 1229, 2008;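 active = diaphorase activity raised at least twofold by the compound at 20 µM; inactive = activation factor below 2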
#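 Test system: Clostridium kluyveri diaphorase, purified enzyme. Buffer or medium: 50 mM HEPES pH 7.4 buffer plus MgCl2 and Tween 20. Also added: 0.114 mM NADH and 0.1 mM resazurin, final amounts. Dosing: compound 20 µM once, DMSO 1%. Schedule: 16 min enzyme reaction, ambient temperature. Detection: fluorescence of resorufin, 544 nm excitation, 590 nm emission.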
# bIAP inhibitor: bovine intestinal alkaline phosphatase inhibitors, primary screen, selectivity assay for TNAP inhibitor project, biochemical, bovine IAP, CDP-star luminescence | purified bovine IAP, 30 min | 190,000 tested, under 10 active | inhibition, % at 20 µM | AID 1019, 2008;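 active = over 50% inhibition of intestinal alkaline phosphatase at 20 µM in the single-dose screen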
#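 Assay system – bovine IAP enzyme · Quantity – bovine IAP at 1/65,000,000 final dilution · Detection – CDP-star luminescence signal · Times – 30 min reaction at room temperature · Also added – CDP-star substrate at 30 µM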
# PMI act satM6P: human PMI activators, high substrate, primary screen, biochemical, fluorescence intensity, near-saturating mannose 6-phosphate; coupled PMI enzyme assay, resazurin fluorescence, 20 min; hits give high values; 1 = untreated enzyme, 0 = substrate-free blank; 190,000 tested, 0.34% active; activation factor at 20 µM;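 active = activation factor of 2 or more at 20 µM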
# Target sequence (P34949 whole entry, looked up): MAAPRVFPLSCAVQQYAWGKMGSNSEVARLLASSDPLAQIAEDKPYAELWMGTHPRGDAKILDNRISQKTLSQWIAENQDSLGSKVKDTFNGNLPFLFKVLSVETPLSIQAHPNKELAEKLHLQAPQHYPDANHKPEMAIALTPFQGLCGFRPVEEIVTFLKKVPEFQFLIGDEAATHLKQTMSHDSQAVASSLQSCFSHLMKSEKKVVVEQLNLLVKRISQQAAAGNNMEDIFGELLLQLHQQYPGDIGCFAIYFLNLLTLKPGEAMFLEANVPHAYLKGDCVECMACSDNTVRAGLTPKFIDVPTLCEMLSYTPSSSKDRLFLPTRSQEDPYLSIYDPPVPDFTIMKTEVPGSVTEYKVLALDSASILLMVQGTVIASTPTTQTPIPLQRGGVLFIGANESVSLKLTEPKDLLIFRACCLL
#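 Test system: human phosphomannose isomerase with PGI, G6PDH, diaphorase coupling enzymes / Doses: 20 µM compound, 1% DMSO / Times: enzyme reaction with compound 20 min at room temperature / Measured by: Diaphorase-driven resazurin-to-resorufin fluorescence, excitation 544, emission 590 nm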
# PMI act: activators of human PMI, primary screen, biochemical, fluorescence intensity, near-Km mannose 6-phosphate; Mannose-6-phosphate isomerase (Homo sapiens), P34949; activation factor at 20 µM; AID 1214, 2008; 190,000 tested, 0.005% active; purified human PMI, coupled resazurin fluorescence, 20 min; hits give high values; 1 = vehicle control, 0 substrate-free wells;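 active = activation factor of 2 or more at 20 µM, relative to plate controls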
# * marks the source's active call; other numbers are inactive results; · = not tested or not shown.
Molecule	TNAP inh hiacc	TNAP inh noacc	TNAP act hi DEA	Diaphorase inh	bIAP act	L major viab	Diaphorase act	bIAP inhibitor	PMI act satM6P	PMI act
Cc1cc(C)cc(NC(=O)C2CCCN2/C=C/C(=O)C(F)(F)F)c1 (configuration not stated)	-3	-14	1	9	0.5	-3	0.9	·	1	0.9
CS(=O)(=O)N(Cc1ccc(F)cc1)Cc1nc2ccccc2c(=O)[nH]1	-3	-11	1	15	0.9	-5	0.9	14	1	1
O=C(Cn1cccc1C(=O)c1ccccc1)NCc1ccc2c(c1)OCO2	2	-4	1	0	1	2	1	4	0.8	0.9
Cc1ccc(Cn2nnc3c(=O)n(CC(=O)N4CCCCC4)cnc32)cc1	-4	-10	1	7	0.9	-1	0.9	7	0.9	1
O=C(NCCc1ccc(F)cc1)Nc1ccc2c(c1)OCO2	-6	-1	1.1	12	0.9	15	0.9	12	1	1
O=C(CN1C(=O)CCSc2ccccc21)Nc1ccc(F)cc1	-5	-10	1	-1	0.9	-11	1	11	0.9	0.8
Nc1ccc(/C=C/C(=O)c2cccs2)cc1	9	5	0.9	2	0.9	24	1	14	1	1
Cc1ccnc2nc(C(=O)OCC(=O)Nc3ccc4c(c3)OC(F)(F)O4)nn12	-4	1	1	2	0.9	-2	1	10	1	1.1
COCCCN1C(=O)C(=O)/C(=C(/O)c2ccc(C)cc2)C1c1ccccc1 (configuration not stated)	-2	-16	1	14	0.9	-6	0.9	6	0.9	0.9
CCOC(=O)c1sc2nc(C)nc(N3CCCCC3C)c2c1C (configuration not stated)	-1	-6	1	12	1	28	0.9	1	1	1
O=c1cc(-c2ccc(O)cc2)oc2ccc(O)cc12	0	1	1	2	1	-2	1	3	0.9	1
CC(C)(C)OC(=O)NCC(=O)NCC(=O)OCc1ccccc1	2	-9	1	5	0.9	-1	0.9	5	0.9	0.9
COc1ccc(C(=O)NCc2ccccc2)cc1Br	2	-14	1	6	0.5	2	0.9	·	1	1
CC(=O)OCCNc1nc(-c2ccccc2)nc2ccccc12	-2	-6	1	13	1.3	43	0.9	-34	0.9	0.9
CCOc1ccc(C(=O)CSCCC(=O)O)cc1	2	-6	1	6	1	-1	0.9	2	1.7	1.7
COc1cc(NC(=O)CSc2nnnn2Cc2ccccc2)cc(OC)c1	-6	-8	1.1	11	0.9	-6	0.9	11	1	1
CCn1nc(C(=O)OCC(=O)c2ccc(F)cc2)c2ccccc2c1=O	0	-10	1	5	0.8	-3	1	20	1.2	1.2
N#Cc1nc(COc2ccc(Cl)cc2Cl)oc1N1CCN(c2ccccc2)CC1	-9	-9	1.1	1	0.8	3	1	20	1	0.9
CC(C)(C)n1nnnc1C(c1ccc(C#N)cc1)N1CCCC2(CCCCC2)C1 (configuration not stated)	-10	-4	1.1	13	1	78*	0.9	2	1	1
O=C(NC1CC1)c1ccc(F)cc1Cl	-2	-7	1	14	0.8	-4	0.9	16	1	1
CCCCn1c(=O)c2c(c3ccccc31)OCC(=O)N2	1	-8	1	26	0.9	·	0.7	5	0.9	0.9
Cc1ccccc1N(CC(=O)NC(C)(C)C)C(=O)c1ccc(-c2ccccc2)[nH]1	-3	-2	1	-2	1	-1	1	-5	1.1	1
O=C(CC1NCCNC1=O)Nc1ccc2c(c1)OCO2 (configuration not stated)	-2	-4	1	2	1	-3	1	2	0.9	0.9
CC(C)[C@H](NS(=O)(=O)c1ccccc1)C(=O)OCC(=O)Nc1ccccc1Sc1ccccc1	-1	-7	1	23	1.5	16	0.8	-48	0.9	0.8
Cc1ccc(C(=O)NCCN2CCOCC2)cc1Cl	-6	-11	1.1	-5	1	-2	1	-2	1.1	1.1
COc1cccc(N2CCCn3c2nc2c3c(=O)n(CCN3CCOCC3)c(=O)n2C)c1	-1	-8	1	14	1.1	3	0.9	-7	0.9	0.9
Cc1ccc(N(CC(O)CN(C)C)S(=O)(=O)c2ccccc2)cc1 (configuration not stated)	0	-2	1	0	1.1	1	1	-9	1	0.9
O=C(CCCOc1ccccc1)N1CCN(c2ccccn2)CC1	0	-4	1	8	1	-1	0.9	4	1	1
Cc1ccc2nc(-c3ccc(NS(=O)(=O)c4ccccc4)cc3)sc2c1	-3	-17	1	8	1.1	47	0.9	-10	0.9	0.9
CC(=O)N(c1ccccc1)c1ccc([N+](=O)[O-])cc1[N+](=O)[O-]	4	-2	1	10	1.2	1	0.9	-16	0.9	1.1
O=S(=O)(Cc1ccccc1Cl)NCCc1ccccc1	-2	1	1	-1	0.8	-4	1	20	0.9	1
COC(=O)c1cc(C(=O)OC)cc(S(=O)(=O)Nc2ccc(Cl)c(N)c2)c1	-8	-18	1.1	22	0.8	-6	0.8	16	1	1
CN(C)S(=O)(=O)c1ccc(C(=O)OCCCN=C2NS(=O)(=O)c3ccccc32)cc1	2	-2	1	13	1	-5	0.9	-1	0.9	1
CCc1c(C)sc(NC(=O)C2CC2)c1C(=O)OC(C)C	-5	-6	1	16	1	-1	0.8	-1	0.9	1
COc1ccc(CCNc2nnc(C)c(=O)[nH]2)cc1OC	-5	-16	1.1	3	0.9	-3	1	9	1	1.1
O=C(O)CCCCCn1c(O)c(C=C2N=c3ccccc3=N2)sc1=S	3	-50	1	8	0.8	8	0.9	24	1	1
O=C(CSc1ncccc1C(=O)O)NCc1ccc(F)cc1	-6	-17	1.1	26	0.9	-9	0.7	9	1	1.1
COc1cccc(/C=N/n2c(C)nc3ccccc32)c1OC	-4	-8	1	3	1	6	1	0	0.9	0.9
c1ccc(CCC2CCCCN2Cc2nc(-c3ccc4c(c3)OCO4)no2)nc1 (configuration not stated)	-1	-4	1	18	1.1	24	0.8	-11	0.9	0.9
COc1ccc(OCC(O)Cn2c(=N)n(Cc3ccccc3)c3ccccc32)cc1 (configuration not stated)	-4	-23	1	0	2.8*	101*	1	-178	1	1
CCOC(=O)c1c(=O)n(O)c2ccc(OC)cc2[n+]1[O-]	9	4	0.9	28	0.6	-4	0.7	37	0.8	0.8
COC(=O)c1c(NC(=O)CN(c2ccc(C)c(C)c2)S(C)(=O)=O)sc2c1CCCC2	-3	-11	1	21	0.7	12	0.8	32	0.9	0.8
C/C(CC(=O)Nc1cc(C)ccn1)=N\NC(=O)COc1cccc(C)c1	-6	7	1.1	13	1.1	-7	0.9	-7	0.9	1
NC(=O)CC1(CC(=O)O)CCCCC1	-4	-10	1	-11	1	-4	1.1	0	1.1	1
Cc1ccc2cc(C(c3nnnn3C3CCCC3)N3CCN(c4ccc(F)cc4)CC3)c(=O)[nH]c2c1 (configuration not stated)	5	4	1	37	1	42	0.6	-1	1.7	1.3
Cc1c(/C=N/n2cnnc2)c2ccccc2n1C	-3	-7	1	13	0.9	7	0.9	8	1	0.9
Nc1nc(NCCO)nc(NCC2CCCO2)c1[N+](=O)[O-] (configuration not stated)	-3	-15	1	11	1	-7	0.9	0	0.8	1
Cn1nnnc1SCC(=O)NC(=O)Cc1ccccc1	2	-9	1	6	0.9	1	0.9	6	1	1
CC1CCN(C(=O)CSc2nc3c(cnn3-c3ccccc3)c(=O)[nH]2)CC1	-3	-13	1	19	1.1	-1	0.8	-6	1	1.1
Cc1ccc(C(=O)C(C)OC(=O)C2CC(=O)N(C3CCCCC3)C2)cc1 (configuration not stated)	-2	-6	1	-6	1.1	-2	1.1	-6	1.1	1

# Some of the entries so far, with values under each structure.
# Screens in order – TNAP inh hiacc | TNAP inh noacc | TNAP act hi DEA | Diaphorase inh | bIAP act | L major viab | Diaphorase act | bIAP inhibitor | PMI act satM6P | PMI act
> CN(C)S(=O)(=O)c1ccc(C(=O)OCCCN=C2NS(=O)(=O)c3ccccc32)cc1
    2 | -2 | 1 | 13 | 1 | -5 | 0.9 | -1 | 0.9 | 1
> CCc1c(C)sc(NC(=O)C2CC2)c1C(=O)OC(C)C
    -5 | -6 | 1 | 16 | 1 | -1 | 0.8 | -1 | 0.9 | 1
> COc1ccc(CCNc2nnc(C)c(=O)[nH]2)cc1OC
    -5 | -16 | 1.1 | 3 | 0.9 | -3 | 1 | 9 | 1 | 1.1
> O=C(O)CCCCCn1c(O)c(C=C2N=c3ccccc3=N2)sc1=S
    3 | -50 | 1 | 8 | 0.8 | 8 | 0.9 | 24 | 1 | 1

# The listing continues.
Molecule	TNAP inh hiacc	TNAP inh noacc	TNAP act hi DEA	Diaphorase inh	bIAP act	L major viab	Diaphorase act	bIAP inhibitor	PMI act satM6P	PMI act
N/C(=N\OCc1ccc([N+](=O)[O-])cc1)c1ccccn1	-2	-10	1	-8	1	-3	1.1	0	1.2	1.3
COCCn1nnnc1C(c1ccccc1)N1CCN(c2ccccc2)CC1 (configuration not stated)	2	-7	1	29	0.8	1	0.7	22	0.7	1.1
O=C1c2ccccc2C(Nc2ccc(F)c(Cl)c2)N1Cc1ccco1 (configuration not stated)	4	-8	1	17	0.9	7	0.8	14	1.1	1
Cc1[nH]c2ccccc2c1C(=O)CN1CCC2(CC1)OCCO2	-6	-8	1.1	17	0.9	0	0.8	9	0.9	0.9
O=C(COc1ccccc1[N+](=O)[O-])N1CCN(S(=O)(=O)c2ccccc2)CC1	3	-1	1	9	1	1	0.9	-2	1	1
O=C1CC(=O)Nc2cc(S(=O)(=O)N3CCN(c4cccc(C(F)(F)F)c4)CC3)ccc2N1	-4	-12	1	0	1.3	-5	1	-29	1	1
Fc1cccc(Cl)c1CSc1nnnn1-c1ccc2c(c1)OCO2	-9	-15	1.1	21	0.5	2	0.8	·	1	1
O=C1CN(CC(=O)N2CCOCC2)c2ccccc2O1	-4	1	1	8	1.2	-1	0.9	-21	0.5	0.8
CCOc1ccc(N(CC(=O)OC)S(=O)(=O)c2ccc3c(c2)n(C)c(=O)c(=O)n3C)cc1	-10	-2	1.1	4	0.9	0	1	5	1.1	1.1
